# HCMV inh: human cytomegalovirus inhibition. HFF cells, HCMV-luciferase reporter, 72 h; active compounds read low. activity change, negative = inhibition, % at 57.5 µM. actives 4.5% (n = 410,000). AID 1259415; in the data active means activity change below about -60%; inconclusive means no clear call, values can overlap the other calls; inactive means above about -39%
#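 Inhibition of viral replication was scored as loss of reporter luminescence in HFFs infected with HCMV-luciferase (MOI 1 PFU/cell) for 72 h; compounds tested at 2 doses, normalized to buffer and Salinomycin controls.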
# AMA1-RON2 inh: inhibitors of Plasmodium falciparum AMA1-RON2 interaction; AlphaScreen AMA1-biotinylated RON2 peptide binding; Potency, µM (highest dose often 58.2 µM), without a hit: at the highest dose activity change, negative = inhibition, hits mostly inhibitors; actives 0.2% (n = 360,000);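 further: potency means the concentration at half of the fitted maximal effect; 0% = vehicle wells and -100% = peptide control; nearly all actives have a fitted effect of over 45% in size; some results filed as inactive show a strong effect at the top dose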
#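 AMA1 (3D7) with his tag at 25 nM final met compounds first, then biotinylated RON2 peptide at 25 nM; detection used donor plus acceptor beads, 10 µg/mL apiece, read by AlphaScreen after 30 min at room temperature.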
# Giardia FBPA inh: Giardia lamblia aldolase inhibition; AID 2451; purified Giardia FBPA; actives 0.71% (n = 290,000); Potency, µM (titrated, usually from 59.6 µM), inactives show top-dose activity, negative = inhibition, usual class: inhibitors; further: potency means the concentration at half of the fitted maximal effect; nearly all actives have a fitted effect of over 55% in size
# Target sequence (A8B2U2 whole entry, looked up): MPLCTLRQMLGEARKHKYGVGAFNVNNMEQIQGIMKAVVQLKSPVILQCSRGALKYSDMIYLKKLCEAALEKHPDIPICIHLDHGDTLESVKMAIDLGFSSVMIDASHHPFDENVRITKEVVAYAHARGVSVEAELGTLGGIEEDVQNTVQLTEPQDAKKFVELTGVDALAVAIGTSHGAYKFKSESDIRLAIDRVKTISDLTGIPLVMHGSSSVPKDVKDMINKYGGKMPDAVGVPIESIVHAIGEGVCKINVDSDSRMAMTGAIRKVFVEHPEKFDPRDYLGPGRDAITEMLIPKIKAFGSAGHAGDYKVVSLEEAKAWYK
#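 40 nM FBPA preincubated 10 min at RT with compound (up to 57.5 uM final), then substrate plus GAPDH/TPI/NAD/arsenate coupling and diaphorase/resazurin added. Fluorescence read after 20 min at RT, 525/598 nm.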
# AmpC detergent: AmpC beta-lactamase inhibition with detergent present; P00811; AmpC hydrolysis of nitrocefin, absorbance 480 nm, 0.01% Triton; Potency, µM (series often up to 114 µM), for the others: top-dose activity change, negative = inhibition, usual class: inhibitors; actives 0.041% (n = 370,000); AID 485294;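 further: potency means the concentration at half of the fitted maximal effect; 0% = no-compound wells and -100% = no-enzyme wells; nearly all actives have a fitted effect of over 25% in size; some results filed as inactive show a strong effect at the top dose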
# Target sequence (P00811 whole entry, looked up): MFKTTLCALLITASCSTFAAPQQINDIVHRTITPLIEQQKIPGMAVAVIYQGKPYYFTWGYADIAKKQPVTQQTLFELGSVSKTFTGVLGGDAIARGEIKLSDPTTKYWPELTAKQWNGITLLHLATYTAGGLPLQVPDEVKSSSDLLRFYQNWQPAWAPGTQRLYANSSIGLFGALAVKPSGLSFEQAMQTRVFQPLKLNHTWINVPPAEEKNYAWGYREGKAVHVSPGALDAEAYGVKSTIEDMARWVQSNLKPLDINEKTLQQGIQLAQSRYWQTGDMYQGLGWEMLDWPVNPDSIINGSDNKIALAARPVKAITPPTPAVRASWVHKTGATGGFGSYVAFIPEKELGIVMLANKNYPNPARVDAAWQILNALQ
#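 AmpC (5.3 nM in the dispensed reagent) in 20 mM phosphate pH 7.0 with 0.01% (detergent screen) or 0.0001% Triton X-100 was preincubated with compounds for 15 min at room temperature. Nitrocefin was then added from an 800 uM solution, and hydrolysis was followed at 480 nm.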
# Sm TGR block: inhibitors of Schistosoma mansoni thioredoxin glutathione reductase; Q962Y6; purified TGR, DTNB reduction, TNB absorbance 405 nm; Potency, µM (titrated, usually from 114 µM), for inactives: at the top dose activity change, negative = inhibition, usual class: inhibitors; actives 3% (n = 360,000); further: potency means the concentration at half of the fitted maximal effect; nearly all actives have a fitted effect of over 60% in size
#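 TGR 20 nM + NADPH 100 uM (dispensed conc.), cpd preinc 15 min RT; start with NADPH (500 uM addition) then DTNB (15 mM addition). Kinetic TNB absorbance, 405 nm filter. Four-parameter Hill fit across titration.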
# AmpC inh no detg: inhibitors of E. coli AmpC beta-lactamase without detergent; P00811; AmpC nitrocefin hydrolysis, absorbance 480 nm, 0.0001% Triton; Potency, µM (top dose mostly 57.1 µM), for the others: top-dose activity change, negative = inhibition, actives largely listed as inhibitors; actives 0.52% (n = 330,000); AID 485341;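 further: potency means the concentration at half of the fitted maximal effect; plate controls were no compound for no effect and no enzyme for full effect; nearly all actives have a fitted effect of over 20% in size; some results filed as inactive show a strong effect at the top dose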
#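 20 mM phosphate pH 7.0 + 0.01% (detergent screen) or 0.0001% Triton X-100; 5.3 nM AmpC reagent; cpd preinc 15 min RT; nitrocefin (800 uM stock) to start; A480 q20 s × 4 min; Activity was normalised to no-enzyme and no-compound control wells.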
# Starred values were filed as active, the others as inactive; u = inconclusive; x = no result given; & = joins results of further samples; [ ] = dose if it differs, or a comment. Unless noted, the call rests on the fitted dose curve; in most records, active means well fitted curve in the direction sought with a large enough effect; inconclusive means small, poorly fitted or top-dose-only effect, or another doubt; inactive means no such curve, though single readings can be large; an effect the other way counts as inactive or inconclusive. Unless noted, on the % scale 0 is the no-effect control and ±100 the full control effect.
canonical_smiles	HCMV inh	AMA1-RON2 inh	Giardia FBPA inh	AmpC detergent	Sm TGR block	AmpC inh no detg
CCc1sc(C(C2C(=O)CC(C)(C)CC2=O)C2C(=O)CC(C)(C)CC2=O)cc1[N+](=O)[O-]	107	-1%	14%	-3%	4µM*	-30%
Cc1ccc(OCC(=O)NCCNC(=O)c2ccc(C)nc2)cc1	104	9%	7%	-4%	-5%	2%
Cc1cc(C)n(-c2ccc(C(=O)Nc3sccc3C(N)=O)cc2)n1	27	-5%	-17%	-9%	15%[11.4 µM]	-33%
Cc1cc(N2CCN(C)CC2)nc2ccc(NC(=O)CCC3CCCC3)cc12	-36	-12%	u	-11%	4%	121%[activator]
O=C(NC(=S)N1CCN(C(c2ccccc2)c2ccccc2)CC1)c1ccc(S(=O)(=O)N2CCOCC2)cc1	16	35%[activator]	10%	-4%	-5%	9%
O=C(NCCc1cn2ccccc2n1)c1ccc(Br)o1	-36	-1%	-9%	-4%	-4%	-13%
C#CCOCCOCCOCCNc1nc(N2CCN(C(=O)[C@H]([C@@H](C)CC)n3cc([C@@H](N)CO)nn3)CC2)nc(N2CCN(C(=O)[C@H]([C@@H](C)CC)n3cc([C@@H](N)CC(C)C)nn3)CC2)n1	x	19%	-12%	7%	35µM*	210%[activator]
Cc1ccc2nc(-c3ccncc3)cc(C(=O)Nc3ccncc3)c2c1	u	11%	1%	-6%	-29%	19%
Cc1cc2nc(NC3=NCN(Cc4ccc5c(c4)OCO5)CN3)nc(C)c2cc1C	x	x	8%	-12%	5%	-12%
Cc1cc(NC(=O)NC(=O)c2ccc(F)cc2F)n[nH]1	25	-5%	-3%	-6%	-19%	-1%
O=C(CSC1=Nc2ccccc2C2=NC(CCC(=O)NC3CCCCC3)C(=O)N12)Nc1cccc(C(F)(F)F)c1 (centres undefined)	-6	x	x	15%	2%	x
CCOc1ccc(CN(C)CC(=O)Nc2cccc3ccccc23)cc1OC	32	-19%	u	u	-1%	26%
C[C@@H]1CN(C2CCC(C#N)(c3ccc(F)cc3)CC2)CC[C@]1(C(=O)O)c1ccccc1 (some centres undefined)	-15	-4%	x	-6%	1%	-18%
O=C(Cc1ccc(Cl)c(Cl)c1)NCC1(N2CCOCC2)CCCCC1	u	12%	-2%	0%	-3%	100%[activator]
Cc1ccc(-c2cc([C@H]3[C@H]4C=CC[C@@H](C)[C@@H]4C(=O)N3Cc3ccccc3)ccc2F)cc1	13	-1%	3%	-10%	-34%	-4%
CCN(C1CCCCC1)S(=O)(=O)c1c(C)n(C)c(=O)n(C)c1=O	-3	21%	x	u	-4%	u
Cc1ccc(OCCSc2nc3ccccc3n2CC(=O)N2CCCCC2)cc1C	-9	x	x	-5%	-9%	x
COc1ccc(N(CC(=O)Nc2cccc(C(F)(F)F)c2)S(C)(=O)=O)cc1	6	14%	-7%	-7%	-9%	-1%
CSc1nc2ccccc2cc1/C=C(\C#N)c1ccc(Cl)cc1Cl	-35	13%	0%	5%	6%	-8%
CC1(C)CC(=O)C(N=Nc2ccc(OC(F)F)cc2)=C(O)C1	u	-3%	1%	-13%	5%	-8%[11.4 µM]
Clc1ccc(CNc2nc(CN3CCOCC3)nc3scc(-c4ccccc4)c23)cc1	-21	u	1%	-13%	4%	216%[activator]
CC(NC(=O)C1CC2CCCC(C1)C2=O)c1ccccc1 (centres undefined)	32	9%	3%	-10%	0%	-11%
COc1ccc(OC)c(NS(=O)(=O)c2ccc3c(c2)CCCN3C(=O)C2CCC2)c1	-8	x	x	0%	6%	x
COc1ccc2c(c1)C1=NN(/C(C)=C/C(C)=O)C(c3ccc(F)cc3)C1CC2 (centres undefined)	-19	37%[activator]	-25%	-15%	u	-40%
COCCCNC(=O)CCCn1c(=O)c2ccccc2n(CC(=O)Nc2c(C)cc(C)cc2C)c1=O	u	-21%	11%	u	1%	95%[activator]
Cc1nc(-c2ccc(C)c(S(=O)(=O)N3CCC(C(=O)Nc4ccc(Cl)cc4)CC3)c2)no1	-75*	x	x	7%	-6%	x
S=C(Nc1ccc(N2CCOCC2)cc1)Nc1ccc2snnc2c1	13	13%	u	11%	35µM*	-27%
CC(=O)N(C)c1ccc(NC(=O)Nc2ccccc2C)cc1	5	-2%	0%	-8%	3%	-33%
Cc1ccc(NC(=O)CN2CCN(CCN=CC3=C(O)CC(c4ccccc4)CC3=O)CC2)cc1 (centres undefined)	-19	22%	5%	-12%	-14%	41%
COC(=O)CS(=O)(=O)c1ccsc1C(=O)Nc1ccc(F)cc1	-2	10%	-2%	0%	47%[activator]	-31%
CON(C)C(=O)CC(CN(Cc1ccccc1)C(=O)OC(C)(C)C)c1ccc(Cl)cc1 (centres undefined)	-20	8%	x	x	x	239%[activator]
O=C1COc2ccc(S(=O)(=O)Nc3ccc4c(c3)OCO4)cc2N1	20	1%	-5%	3%	-7%	-33%
O=C(Nc1cccc(-c2nc3ccccc3o2)c1)c1ccc(-c2ccc(Br)cc2)o1	4	x	x	6%	40µM*	x
C=COC(=O)CSc1snc(SCC(=O)OC)c1C#N	30	7%	11%	-8%	-15%	-15%
COc1ccc2ccccc2c1CNCCCN1CCOCC1	-10	16%	-11%	5%	x	-4%
COc1cccc(CNC(=O)CC2C(=O)NCCN2CCCc2ccccc2)c1 (centres undefined)	39	12%	-2%	-3%	-26%	53%
CCN1CCN(C(c2cccs2)C(C)NC(=O)c2cccc(OC)c2)CC1 (centres undefined)	29	2%	-1%	-9%	-8%	-3%
O=C(NCCc1ccccc1F)C1CCC(=O)N(CCCN2CCCC2=O)C1 (centres undefined)	-12	-5%	3%	u	2%	-1%
CC(=O)NC(CC(=O)NC12CC3CC(CC(C3)C1)C2)c1ccccc1 (centres undefined)	-35	15%	0%	-10%	-8%	-24%
Cc1ccc(N2C(=O)CSC23C(=O)N(CC(=O)Nc2ccc(C(C)C)cc2)c2ccccc23)cc1C (centres undefined)	25	x	x	-5%	0%	x
Nc1cccnc1Sc1ccc([N+](=O)[O-])cn1	-12	101%[activator]	-2%	-12%	0%	-25%
CCCn1c(SCC(=O)NCc2ccco2)nnc1-c1ccncc1	8	-17%	-5%	-14%	x	-22%
CCN(CC)C(=O)C(=O)N/N=C/c1ccc(C(=O)O)cc1	5	3%[11.6 µM]	1%	-9%	-4%	-15%
COc1ccc(/C(C)=N/OCC(=O)N=Nc2c(O)[nH]c3ccccc23)cc1	-3	0%	-3%	-14%	0%	u
CCOc1ccc(NC(=O)c2ccc(OC)cc2)cc1	11	8%	0%	-9%	3%	-2%
CCc1ccc(NC(=O)c2ccc3c(O)c(S(=O)(=O)c4ccc(Cl)cc4)c(=O)[nH]c3c2)cc1	6	x	x	17%	-1%	x
CN1C(=O)Cc2cc(S(=O)(=O)CCC(=O)N3CCN(c4cccc(Cl)c4)CC3)ccc21	-29	x	x	1%	2%	x
CN1c2ccc(C=O)c3c(C=O)ccc(c23)N(C)C1(C)C	u	1%	-25%	-1%	35µM*	-18%

# In the list so far, 2 contain a CF3 group:
canonical_smiles	HCMV inh	AMA1-RON2 inh	Giardia FBPA inh	AmpC detergent	Sm TGR block	AmpC inh no detg
O=C(CSC1=Nc2ccccc2C2=NC(CCC(=O)NC3CCCCC3)C(=O)N12)Nc1cccc(C(F)(F)F)c1 (centres undefined)	-6	x	x	15%	2%	x
COc1ccc(N(CC(=O)Nc2cccc(C(F)(F)F)c2)S(C)(=O)=O)cc1	6	14%	-7%	-7%	-9%	-1%

# The listing continues.
canonical_smiles	HCMV inh	AMA1-RON2 inh	Giardia FBPA inh	AmpC detergent	Sm TGR block	AmpC inh no detg
CC1CCCCN1S(=O)(=O)c1cnc(Cl)c(Br)c1 (centres undefined)	-19	5%	2%	u	-15%	-16%
Cc1ccccc1NC(=O)/C=C/c1cccs1	1	-1%	-2%	u	-7%	-10%
CCCNS(=O)(=O)c1cc(-c2nn3c(C)nnc3c3ccccc23)ccc1C	-19	x	x	-11%	-1%	x
S=C(NCCSCc1c(Cl)cccc1Cl)Nc1ccccc1	u	37%[activator]	-2%	0%	-24%	-55%
O=C(O)COc1cccc(NC(=O)C2CCCO2)c1 (centres undefined)	-15	-7%	6%	u	10%	-12%
COc1ccc(OC)c(NC(=O)c2cc3c(cc2Cl)N2CCCCCC2=NS3(=O)=O)c1	-14	-4%	x	x	x	1%
COC(=O)Cc1c[nH]c2cccc(OCC(O)CN(Cc3ccc([N+](=O)[O-])cc3)C(C)(C)C)c12 (centres undefined)	7	u	-14%	-4%	0%	-11%
CCOC(=O)C1(Cc2ccc(OC)cc2)CCN(C(=O)c2sc(C)nc2C)CC1	u	2%	4%	0%	-14%	132%[activator]
OC(C#CCN1CCOCC1)(c1ccccc1)C1CC1 (centres undefined)	2	-3%	0%	-18%	50µM*	-5%
CCCCn1nnc(NC(=O)c2ccc(-c3cccc([N+](=O)[O-])c3)o2)n1	x	x	-1%	-2%	x	-8%
CCCc1nn2c(=O)cc(COc3ccc(/C=C(\C#N)C(=O)Nc4ccccc4)cc3)nc2s1	7	x	x	5%	48%[activator]	x
COc1ccc(NC(=O)CN2C(=O)COc3ccc(C)cc32)c(OC)c1	-22	-9%	-1%	-2%	11%	-11%
Cn1c(N)c(C(=O)COC(=O)c2cc(-c3ccco3)nc3ccccc23)c(=O)n(C)c1=O	27	u	-12%&-11%	u	8.9µM*	-17%
COc1ccc(CNC(=O)CCN2C(=O)c3ccccc3C2=O)cc1OC	-8	-6%	-3%	-14%	-4%	-12%
C#CCOCCOCCOCCNc1nc(N2CCN(C(=O)[C@H](CCCCN)n3cc([C@@H](N)C(C)CC)nn3)CC2)nc(N2CCN(C(=O)[C@H](Cc3ccc(O)cc3)n3cc([C@@H](N)C(C)CC)nn3)CC2)n1 (some centres undefined)	x	15%	8%	3%	u	170%[activator]
CN(/N=C/c1ccc2c(c1)OCO2)c1nc(N2CCOCC2)nc(N2CCOCC2)n1	56	-6%	-7%	-1%	-1%	-9%
Cc1ccccc1Cn1cc(CCC(=O)NCc2cccc(Br)c2)c2ccccc21	-20	x	x	-3%	-7%	x
Cc1ccc(S(=O)(=O)Nc2ccc3c(c2)C(=O)N([C@H](C)CO)C[C@H](C)[C@@H](CN(C)C(=O)Nc2ccc(C(F)(F)F)cc2)O3)cc1	11	3%	x	x	x	245%[activator]
CCCC(NC(=O)COc1cc2c(c3oc(=O)cc(C)c13)CCC(C)(C)O2)C(=O)O (centres undefined)	-38	0%	-14%	1%	1%	-17%
O=C(C1CCCCC1)N1CCN(S(=O)(=O)c2ccc(Br)cc2)CC1	-9	14%	-1%	-16%	-2%	36%
Cc1nn(-c2ccccc2C(F)(F)F)c(=O)c2noc(C)c12	-3	3%	6%	1%	9%	-1%

# Source: PubChem BioAssay
